From PubChem BioAssay
PKM2 act = PKM2 (human) enzyme activation. AID 1631. purified PKM2, Kinase-Glo ATP luminescence, activation; response scale: 0% is enzyme alone, no compound. 260,000 tested, 0.34% active. Potency, µM (series often up to 57.5 µM), for the others: at the highest dose activation, most hits filed as activators. P14618; note: potency is the fitted concentration of half-maximal effect; % is set by controls: 0 for no effect and ±100 for the full control effect; nearly all actives have a fitted effect of over 55% in size
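Purified hPK-M2 (>95% pure) converted ADP (0.1 mM final) to ATP with 0.5 mM PEP in 50 mM imidazole pH7.2, KCl, MgCl2, Tween 20, BSA; 1 h at room temperature. ATP detected by Kinase-Glo luminescence.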
Eya2 inh = Eya2 (human) phosphatase inhibition. 330,000 tested, 0.006% active. O00167. Potency, µM (top dose mostly 76.9 µM), for the others: at the highest dose activity, negative = inhibition, hits mostly inhibitors. recombinant Eya2, OMFP fluorescence dephosphorylation (OMFP is methylfluorescein phosphate). AID 488837; note: potency is the fitted concentration of half-maximal effect; % is set by controls: 0 for no effect and ±100 for the full control effect
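Eya2 (0.2 uM) preincubated 10 min at ambient with compound, then OMFP substrate added at 50 uM; 10 min reaction in 50 mM HEPES pH 7.5, 50 mM NaCl, 5 uM MgCl2, 0.05% BSA, 1 mM DTT. Fluorescence read at Ex 485/Em 525 nm.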
BCR signal inh = inhibitors of chronic active B-cell receptor signaling; ABC-DLBCL IkBa-CBG/CBR reporter, luminescence ratio, 4 h; Potency, µM (titrated, usually from 46.1 µM), inactives show at the highest dose ratio change, negative = lower green/red ratio, most hits filed as inhibitors; 340,000 tested, 0.05% active; AID 493014; active = well fitted inhibition curve with a large enough effect in the signal ratio, with a control signal flat, not every such curve was filed as active; inconclusive = small, poorly fitted or top-dose-only effect, or effect the other way, or a change in a side signal; the % refers to the signal ratio;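 note: potency is the fitted concentration of half-maximal effect; plate controls were basal doxycycline-induced cells for no effect and cells given 10 µM MG132 for full effect; MG132 reads +100%, hits lower the ratio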
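Doxycycline induced both beetle luciferases in TMD8 lymphoma cells; IKK-driven degradation limits the IkappaBalpha-fused green signal, while red luminescence normalises for cell number and nonspecific effects. Compounds tested up to 46 uM, 4 hrs.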
USP2a block = inhibitors of human ubiquitin-specific protease USP2a. USP2 core, Ub-CHOP2 coupled fluorogenic reporter, 485/531. Potency, µM (series often up to 38.3 µM), inactives show top-dose activity change, negative = inhibition, hits mostly inhibitors. 330,000 tested, 0.01% active;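 note: potency is the fitted concentration of half-maximal effect; plate controls were DMSO wells for no effect and full inhibition by NEM control for full effect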
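Cell-free coupled assay: 10nM USP2 core preincubated 30min RT with compound in Tris-HCl pH 8.0/CaCl2/CHAPS buffer, then 25nM Ub-CHOP2 and 25nM reporter substrate; fluorescence (Ex 485/Em 531) read after 60min RT, normalized to NEM inhibition, concentration-response curves fitted.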
MBNL1 CUG block = blocks human MBNL1 binding to CUG repeat RNA; Potency, µM (titrated, usually from 57.5 µM), for the others: at the top dose activity change, negative = inhibition, most hits filed as inhibitors; TR-FRET MBNL1-His/biotin-(CUG)12 binding, 665/545 ratio; 280,000 tested, 0.036% active; AID 2675; active = well fitted inhibition curve with a large enough effect in the signal ratio, with a control signal flat, not every such curve was filed as active; inconclusive = small, poorly fitted or top-dose-only effect, or effect the other way, or a change in a side signal; inactive = no such curve, though single readings can be large or run the other way; the % refers to the signal ratio; note: potency is the fitted concentration of half-maximal effect; % is set by controls: 0 for no effect and ±100 for the full control effect
Target sequence (Q9NR56 whole entry, looked up): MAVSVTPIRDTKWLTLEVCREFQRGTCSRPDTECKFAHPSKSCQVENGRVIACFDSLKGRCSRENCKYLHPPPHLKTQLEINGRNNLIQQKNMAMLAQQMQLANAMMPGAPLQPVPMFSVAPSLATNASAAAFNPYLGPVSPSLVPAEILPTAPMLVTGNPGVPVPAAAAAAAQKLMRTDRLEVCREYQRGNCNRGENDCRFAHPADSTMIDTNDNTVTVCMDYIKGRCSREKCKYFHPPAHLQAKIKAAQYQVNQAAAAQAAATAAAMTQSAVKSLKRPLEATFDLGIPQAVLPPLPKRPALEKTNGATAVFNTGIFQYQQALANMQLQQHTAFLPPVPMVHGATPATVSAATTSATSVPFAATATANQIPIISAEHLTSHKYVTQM
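Inhibition of protein-RNA binding appears as loss of TR-FRET between terbium anti-His antibody on MBNL1-His and streptavidin-XL665 on biotin-(CUG)12. Activity is normalized to buffer-only and uninhibited-complex controls.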
GALK inhibitor = galactokinase (human) inhibition; P51570; Purified GALK, Kinase-Glo residual ATP luminescence; Potency, µM (series often up to 57.5 µM), for the others: top-dose activity change, negative = inhibition, actives largely listed as inhibitors; 270,000 tested, 0.007% active; note: potency is the fitted concentration of half-maximal effect; % is set by controls: 0 for no effect and ±100 for the full control effect
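Quantitative HTS: GALK 5 nM, ATP 35 uM, galactose 100 uM, 1 h room temperature, then luciferase-based ATP detection.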
Mito fusion yeast = inhibitors of mitochondrial division or activators of mitochondrial fusion; Potency, µM (highest dose often 46.1 µM), for inactives: at the highest dose growth rescue (activation), hits mostly activators; S. cerevisiae fusion-defective mutant growth rescue, CellTiterGlo 48 h; 320,000 tested, 0.23% active; AID 485298;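 note: potency is the fitted concentration of half-maximal effect; % of control where 0% means no effect; nearly all actives have a fitted effect of over 45% in size; temperature-sensitive fusion mutants such as fzo1-1 at 37 °C on non-fermentable ethanol glycerol medium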
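Growth-rescue viability read-out: after 48 h at the non-permissive 37C in glycerol/ethanol YPEG, yeast mitochondrial fusion mutants are measured by CellTiterGlo luminescence; compounds (23 nl pinned per well) restoring growth score as division inhibitors or fusion activators.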
TSHR antag = blocks TSH signaling through the human TSH receptor; activity change, negative = inhibition, % at 11.5 µM; P16473; TSHR-expressing cells, TSH-stimulated cAMP HTRF, 2 h; active compounds read low; 330,000 tested, 0.2% active;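 active = activity change below a set negative limit, meaning inhibition stronger than a set level, cut at about -70% in these data; inconclusive = activity change between two set negative limits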; note: % is set by controls: 0 for no effect and ±100 for the full control effect
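Freshly harvested TSHR cells receive pin-tooled compound, then EC80 TSH at 4nM final. After 2 hours at 37 deg C, antibody in lysis buffer and cAMP-d2 are added; 30 minutes at ambient temperature precede the HTRF read.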
Menin MLL FP TR = menin-MLL binding inhibition, Texas Red mutant peptide; O00255; Menin + Texas Red MLL mutant peptide, fluorescence polarization; Potency, µM (series often up to 61.6 µM), for inactives: at the highest dose FP activity change, negative = inhibition, most hits filed as inhibitors; 270,000 tested, 0.23% active; active = well fitted inhibition curve with a large enough effect in the polarisation, with a control signal flat, not every such curve was filed as active; inconclusive = small, poorly fitted or top-dose-only effect, or effect the other way, or a change in a side signal; inactive = no such curve, though single readings can be large or run the other way; the % refers to the polarisation; note: potency is the fitted concentration of half-maximal effect; % of control where 0% means no effect; many of its hits are not listed in these tables
hERG WT inh = KCNH2 (human, wildtype) channel inhibition; Q12809; U2OS, BacMam KCNH2, thallium flux FluxOr; active compounds read low; activity change, % at 1.84 µM; 340,000 tested, 0.37% active; AID 720551;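 active = maximum activity change below -70%; inconclusive = maximum activity change between -70% and -50%; inactive = maximum activity change above -50%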; note: % is set by controls: 0 for no effect and ±100 for the full control effect
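U2OS cells were transduced with wild-type KCNH2 virus (2.03 x 10^8 / mL) for 4 h at room temperature, then cultured overnight at 37 C. Thallium flux was read with FluxOr dye. Rate constants were normalized to DMSO controls.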
S-ASM inh = inhibitors of human secretory acid sphingomyelinase | placental ASM, HMU-PC fluorogenic substrate, 60 min | 340,000 tested, 0.006% active | Potency, µM (highest dose often 57.5 µM), for the others: top-dose activity change, negative = inhibition, hits mostly inhibitors | P17405; note: potency is the fitted concentration of half-maximal effect
Target sequence (P17405 47-631 limits assumed): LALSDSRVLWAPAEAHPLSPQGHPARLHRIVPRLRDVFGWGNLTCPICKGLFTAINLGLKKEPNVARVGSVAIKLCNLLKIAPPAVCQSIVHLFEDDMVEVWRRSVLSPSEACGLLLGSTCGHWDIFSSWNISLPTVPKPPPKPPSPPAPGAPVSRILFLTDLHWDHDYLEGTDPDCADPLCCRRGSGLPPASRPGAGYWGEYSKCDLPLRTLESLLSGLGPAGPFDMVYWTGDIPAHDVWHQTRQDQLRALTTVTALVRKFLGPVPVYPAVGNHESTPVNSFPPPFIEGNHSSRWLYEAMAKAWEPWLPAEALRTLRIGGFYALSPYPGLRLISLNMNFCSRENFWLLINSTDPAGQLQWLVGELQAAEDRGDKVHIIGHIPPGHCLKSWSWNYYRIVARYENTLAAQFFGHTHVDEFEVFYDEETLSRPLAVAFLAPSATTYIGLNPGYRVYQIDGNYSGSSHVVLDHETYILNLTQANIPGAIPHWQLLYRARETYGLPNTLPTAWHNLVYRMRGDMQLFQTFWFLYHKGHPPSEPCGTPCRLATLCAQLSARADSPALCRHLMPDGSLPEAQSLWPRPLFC
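Human placenta-derived ASM preincubated with compound 10 min at room temperature, then reacted with 9 uM (final) fluorogenic HMU-PC substrate for 60 min at 37 C. Stop solution raises pH to 10; fluorescence read at Ex 386/Em 447 nm.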
* marks the source's active call; other numbers are inactive results; ? = inconclusive; . = no result given; [ ] = remark or other dose. Unless noted, calls come from the whole dose curve; as a rule, active = well fitted curve in the direction sought with a large enough effect; inconclusive = small, poorly fitted or top-dose-only effect, or another doubt; inactive = no such curve, though single readings can be large; an effect the other way counts as inactive or inconclusive. Only part of the results is shown, so the mix of outcomes need not match the whole.

SMILES	PKM2 act	Eya2 inh	BCR signal inh	USP2a block	MBNL1 CUG block	GALK inhibitor	Mito fusion yeast	TSHR antag	Menin MLL FP TR	hERG WT inh	S-ASM inh
Cc1ccccc1OCC(=O)Nc1ccc2c(c1)C(=O)N(CCC(=O)O)C2=O	-4%	3%	?	-2%	?	-3%	2%	-3	.	-6	5%
COc1cccc(NC(=O)C2CCCN2C(=O)Nc2ccccc2)c1 (stereo not drawn)	-3%	1%	0%	-1%	-3%	-2%	11%	-10	9%	-13	-1%
CC(CN1CCCCC1)OC(=O)c1ccc2c(c1)OCCO2 (stereo not drawn)	.	17%	-4%	0%	-2%	2%	9%	1	.	-6	-10%
Cc1ccc(C)c(CNS(=O)(=O)c2ccc3c(c2)C(C)(C)C(=O)N3C)c1	1%[0.46 µM]	-20%	-2%	0%	-6%	7%	-1%	4	-16%	2	1%
COC(=O)c1cc(NC(=O)CC2C(=O)NCCN2C(=O)c2ccccc2)cc(C(=O)OC)c1 (stereo not drawn)	1%	-17%	5%	7%	-5%	0%	0%	2	-7%	-12	6%
CCOC(=O)c1c(C)nc(-c2ccccc2)nc1NC(C)=O	-3%	2%	6%	5%	3%	6%	6%	3	-13%	7	10%
Cc1cc(C)nc(Oc2ccc([N+](=O)[O-])cc2)n1	-5%	10%	-7%	-1%	?	0%	21%	25	5%	6	-4%
CCN1CCSc2ccc(C(=O)NCc3cccc(Br)c3)cc21	-10%	-3%	6%	0%	11%	.	0%	-2	?	-4	.
O=S(=O)(O)c1nc2ccccc2n1Cc1ccc(Cl)cc1Cl	-2%	0%	0%	-1%	-9%	3%	3%	-6	9%	2	5%
CC(C)c1ccc(NC(=O)CSc2nc(=O)[nH]c3c2CCCC3)cc1	.	4%	6%	0%	.	.	-3%	-8	.	4	-10%
C=CCNc1nc(C(=O)OCC(=O)Nc2ccccc2C(F)(F)F)cs1	.	-3%	-10%	-1%	.	.	1%	12	.	-6	4%
CCOC(=O)c1c(NC(=O)CSc2nnc(C)c(=O)[nH]2)sc(C)c1-c1ccc(C)cc1	-1%	-14%	6%	-4%	3%	-9%	6%	-16	.	-1	-3%
O=C(NNC(=O)c1cc2cc3ccccc3nc2s1)c1cccc(C(F)(F)F)c1	2%	7%	-3%	1%	11%	1%	3%	-7	.	1	-6%
O=C(C1Cc2ccccc2CN1S(=O)(=O)c1ccccc1[N+](=O)[O-])N1CCOCC1 (stereo not drawn)	.	4%	3%	2%	.	.	.	-2	.	3	2%
Nc1[nH]ncc1C(=O)Nc1cccc(C(F)(F)F)c1	-3%	5%	?	3%	-3%	-1%	-2%	-2	14%	2	1%
Cc1ccc(NCN2C(=O)c3ccccc3C2=O)c(C)c1	0%	10%	-1%	3%	3%	-1%	-1%	17	18%	3	6%
Cc1ccc(S(=O)(=O)C(CCC(=O)N2CCOCC2)S(=O)(=O)c2ccc(C)cc2)cc1	7%	-13%	1%	-2%	-12%	2%	1%	-6	-1%	-3	3%
COc1cccc(OCC(O)CNC(=O)c2oc3ccc(C)cc3c2C)c1 (stereo not drawn)	1%[11.5 µM]	8%	-17%	-1%	-2%	-7%	15%	-10	1%	-4	0%
O=C(COC(=O)CCc1c[nH]c2ccccc12)Nc1cc([N+](=O)[O-])ccc1Cl	1%	0%	0%	2%	?	1%	-2%	10	?	0	-2%
CCn1c(=O)c2ccccc2n(Cc2cccc(C)c2)c1=O	-1%	-7%	3%	6%	3%	-3%	11%	-11	6%	-14	-1%
O=C(Cn1nc(-c2ccc(F)cc2)ccc1=O)Nc1ccc2c(c1)OCCO2	2%	-2%	-11%	1%	13%	-1%	-1%	0	13%	1	-6%
O=c1[nH]c(NCc2ccccc2)nc2c1CCC2	?	-7%	-2%	2%	-12%	3%	-7%	32	0%	-8	2%
Cc1ccc(NC(=O)COc2coc(CN3c4ccccc4CC3C)cc2=O)c(C)c1 (stereo not drawn)	.	-29%	0%	-1%	.	.	29%	-27	.	15	0%
CC(=O)Nc1ccc(S(=O)(=O)NCc2cn3ccsc3n2)cc1	-7%	-4%	?	0%	-6%	-1%	-2%	-1	0%	21	2%
CCOCCc1c(O)nc(SCC(=O)N2CCOCC2)[nH]c1=O	.	?	1%	3%	-2%	6%	-1%	7	-5%	-11	5%
COc1ccc(S(=O)(=O)N(C)C[C@H]2Oc3ccc(NC(=O)C4CCCCC4)cc3C(=O)N([C@H](C)CO)C[C@@H]2C)cc1	.	-7%	1%	1%	.	.	.	-3	.	-13	0%
CC(=O)O[C@@H]1[C@H]2[C@@H](C[C@@H](C)[C@@H]3CCC(=O)[C@@]13C)OC(=O)[C@@H]2C	0%	3%	1%	8%	-7%	4%	-13%	-5	.	1	-1%
CN(CC(=O)Nc1ccc(Cl)cc1)C(=O)C1=COCCO1	.	12%	11%	0%	.	.	-1%	11	.	4	0%
CCOC(=O)CSc1nnc(CNC(=O)c2ccc(S(=O)(=O)N3CCOCC3)cc2)n1C	-11%	0%	5%	2%	-1%	1%	0%	-5	15%	-2	8%
CC(c1ccccc1)N1CC(C(=O)N2CCN(c3ccc(F)cc3)CC2)CC1=O (stereo not drawn)	-1%	.	.	.	0%	5%	5%	.	-22%	0	5%
CCNC(=O)CN(c1ccc(Br)c(C)c1)S(C)(=O)=O	0%	-6%	0%	2%	0%	1%	-7%	0	7%	4	-1%
NNC(=O)[C@@H]1C[C@@H]1c1ccccc1	-6%	0%	0%	-1%	.	0%	1%	5	4%	1	-1%
C/[N+]([O-])=C\c1coc2ccccc2c1=O	1%	5%	3%	1%	11%	3%	2%	11	-6%	-3	-2%
Cc1ccc(S(=O)(=O)N2CCN(C(=O)COC(=O)CCOc3ccccc3C)CC2)cc1	.	-2%	1%	-3%	.	.	9%	0	.	-1	1%
Cc1ccc2cc(/C=C3\N=C(c4ccccc4)OC3=O)c(N3CCOCC3)nc2c1	0%	-4%	0%	0%	8%	0%	2%	-6	-1%	-5	11%
COc1ccc(/C=C(/NC(=O)c2ccccc2)c2nc3ccccc3[nH]2)cc1OC	-13%	4%	4%	-1%	4%	-2%	-1%	4	18%	-19	0%
O=C(Nc1ccc(N2CCOCC2)cc1N1CCOCC1)c1ccccc1	.	-6%	-7%	4%	.	.	.	1	.	-2	3%
COC(=O)c1cc(C(=O)OC)[nH]n1	-1%	0%	?	2%	-21%	0%	9%	-9	-1%	1	2%
OCCCNCc1ccc(N(c2ccccc2)c2ccccc2)cc1	4%	-6%	?	3%	4%	0%	-28%	2	?	8	-3%
COc1ccccc1/C=C/C(=O)OCCN1CCOCC1	6%	-1%	?	-13%	7%	1%	-1%	-2	-11%	-8	1%
COc1ccc(C(C(=O)NC(C)(C)C)N(C(=O)CCC(=O)Nc2cc(C)on2)c2cc(C)cc(C)c2)cc1 (stereo not drawn)	-1%	?	12%	-5%	-11%	-1%	8%	3	-16%	12	-2%
Cc1cccc(N2C(=O)CC(SC(N)=Nc3ccccc3)C2=O)c1 (stereo not drawn)	0%	6%	-13%	7%	-16%	-4%	-4%	-9	30%[activator]	.	-3%
COc1ccc(NS(=O)(=O)c2cccc(C(=O)NNC(=O)c3cccc(NC(C)=O)c3)c2)cc1	.	-6%	-8%	0%	.	.	-17%	6	.	-16	-4%
CNC(=O)c1c(O)c2cccc3c2n(c1=O)CCC3	29%	-7%	13%	-2%	2%	0%	-12%	9	-25%	-11	7%
CC(=O)N(C(C)=O)N1C(=O)C2C3c4ccccc4C(c4ccccc43)C2C1=O (stereo not drawn)	-1%	0%	1%	2%	-6%	-1%	1%	-9	13%	-9	3%
c1ccc(N2CCN(c3nc(NCc4ccco4)c4ccccc4n3)CC2)cc1	1%	2%	?	3%	-3%	1%	2%	-21	21%	-81*	-21%
CN(C)C(=O)CCc1ccc2c3c([nH]c2c1)[C@]1(CCc2ccccc2)[C@@H](C(=O)N2CCCCC2)C[C@H](CC(=O)NCc2ccco2)C(=O)N1CC3	.	3%	0%	-1%	.	.	.	-9	.	1	3%
Fc1ccc(C2c3cccn3CCN2C(=S)Nc2cccc(Br)c2)cc1 (stereo not drawn)	-5%	-10%	?	-5%	-7%	2%	2%	-22	?	-9	-4%
